Bioassay records (PubChem BioAssay)
TDP-43 yeast inh: TDP-43 toxicity inhibition in yeast | TDP-43 expressing yeast growth rescue, BacTiter-Glo, 24 h | Potency, µM (titrated, usually from 46.1 µM), without a hit: top-dose growth rescue (activation), usual class: activators | 410,000 tested, 1.8% active | AID 652104; note: potency is the fitted concentration of half-maximal effect; % of control where 0% means no effect; nearly all actives have a fitted effect of over 50% in size
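Readout is BacTiter-Glo luminescence of cell growth, so inhibitors register as activators. TDP-43-expressing yeast at OD600=0.02 in galactose medium, after raffinose pregrowth to mid-log, were incubated with compound for 24 hr at 30 deg C.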
GLP-1R agonist: GLP-1 receptor (human) agonism. AID 624172. HEK293 GLP-1R CRE-luciferase, luminescence, 4-6 h; cells express a hypersensitive GLP-1R form. 380,000 tested, 0.007% active. Potency, µM (titrated, usually from 45.6 µM), for the others: top-dose activation, hits mostly activators; note: potency is the fitted concentration of half-maximal effect; % of control where 0% means no effect
Target sequence (P43220 whole entry, looked up): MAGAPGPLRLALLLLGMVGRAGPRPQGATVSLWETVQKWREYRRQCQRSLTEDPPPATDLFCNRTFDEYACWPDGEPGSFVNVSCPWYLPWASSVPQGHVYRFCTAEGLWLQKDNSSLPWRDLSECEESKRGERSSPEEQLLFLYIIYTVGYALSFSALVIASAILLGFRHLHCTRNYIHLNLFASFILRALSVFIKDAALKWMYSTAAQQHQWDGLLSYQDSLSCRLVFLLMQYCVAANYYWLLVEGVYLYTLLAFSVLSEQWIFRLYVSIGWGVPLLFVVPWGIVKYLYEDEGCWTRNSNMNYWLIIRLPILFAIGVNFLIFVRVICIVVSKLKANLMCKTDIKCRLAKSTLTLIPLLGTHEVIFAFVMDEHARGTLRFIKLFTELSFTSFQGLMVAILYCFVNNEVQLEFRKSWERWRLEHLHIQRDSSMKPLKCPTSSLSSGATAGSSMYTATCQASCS
D3 antag: D3 dopamine receptor (human) antagonism; D3R cells, DiscoveRx beta-arrestin luminescence, antagonist mode; stronger effect = lower value; 360,000 tested, 2.5% active; AID 652054; P35462; max response, negative = inhibition, %; in the data active = max response below about -50%; inconclusive = no clear call, values can overlap the other calls; note: % is set by controls: 0 for no effect and ±100 for the full control effect; mostly tested at two doses, the higher about 12 µM
Target sequence (P35462 whole entry, looked up): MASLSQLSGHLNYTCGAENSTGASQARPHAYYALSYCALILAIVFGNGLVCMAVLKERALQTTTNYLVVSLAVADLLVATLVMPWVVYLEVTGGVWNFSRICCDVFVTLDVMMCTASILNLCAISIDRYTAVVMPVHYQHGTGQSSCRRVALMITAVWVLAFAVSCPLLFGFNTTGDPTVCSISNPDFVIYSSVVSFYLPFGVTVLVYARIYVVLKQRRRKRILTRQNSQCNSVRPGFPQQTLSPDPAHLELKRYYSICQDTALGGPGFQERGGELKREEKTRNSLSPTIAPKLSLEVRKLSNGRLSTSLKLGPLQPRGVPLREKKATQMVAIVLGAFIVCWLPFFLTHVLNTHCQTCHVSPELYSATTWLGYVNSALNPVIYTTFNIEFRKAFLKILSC
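Cells plated overnight at 1500 cells/well, then exposed to library compounds with dopamine controls for 90 minutes at 37 degrees C. DiscoveRx reagent added for 30–60 minutes at room temperature; luminescence read, quantitative HTS format.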
GLP1R inv ag: GLP-1 receptor (human) inverse agonism | P43220 | HEK293 GLP-1R CRE-luciferase, luminescence, 24 h; GLP-1R form is constitutively active | Potency, µM (series often up to 38.3 µM), for the others: at the highest dose activity change, negative = inhibition, actives largely listed as inhibitors | 410,000 tested, 1.6% active | AID 624417; note: potency is the fitted concentration of half-maximal effect; % is set by controls: 0 for no effect and ±100 for the full control effect; nearly all actives have a fitted effect of over 55% in size
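Seeding at 200 cells/uL, 12 h culture, 24 hr compound treatment, then luciferase reagent and a luminescence read; cells are HEK293 stably expressing a constitutively active GLP-1R plus cAMP-responsive luciferase.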
PTHR1 agonist: PTHR1 (human) receptor agonism; Q03431; HEK293 GP2 PTHR1 cells, GloSensor cAMP luminescence, 1 h; Potency, µM (titrated, usually from 115 µM), without a hit: at the highest dose activation, usual class: activators; 410,000 tested, 0.075% active; AID 743266; note: potency is the fitted concentration of half-maximal effect; nearly all actives have a fitted effect of over 55% in size; some results filed as inactive show a strong effect at the top dose; inactives centre near -15; many of its hits are not listed in these tables
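HEK-293-derived GP2 cells expressing PTHR1 and a GloSensor cAMP reporter, 3,000/well, plated overnight, given luciferin plus IBMX (each 0.5 mM as added) for 1 h at 37 °C, then compound for 1 h at 37 °C. Luminescence was read after 15 min at room temperature.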
KB-V1 MDR tox: KB-V1 MDR subline cytotoxicity | 400,000 tested, 3.4% active | Potency, µM (top dose mostly 46.1 µM), for the others: at the highest dose activity change, negative = cytotoxicity, most hits filed as cytotoxic | KB-V1 MDR cells viability, CellTiter-Glo, 72 h; note: potency is the fitted concentration of half-maximal effect; % is set by controls: 0 for no effect and ±100 for the full control effect; nearly all actives have a fitted effect of over 60% in size
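Potencies derive from concentration-effect curves fitted to normalized luminescence (CellTiter-Glo) of KB-V1 cells treated for 72 h at 37 degrees C in phenol-red-free DMEM containing 10% FBS.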
aSyn rescue: inhibitors of alpha-synuclein toxicity in yeast. Potency, µM (doses to about 46.1 µM), without a hit: at the top dose growth rescue (activation), hits mostly activators. Yeast expressing alpha-synuclein, growth rescue, BacTiter-Glo, 24 h. 370,000 tested, 0.14% active; note: potency is the fitted concentration of half-maximal effect; % of control where 0% means no effect; nearly all actives have a fitted effect of over 65% in size
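Galactose-induced alpha-syn yeast (OD600=0.02, raffinose-pregrown) + pinned cpd, 24 hr, 30 deg C; growth by BacTiter-Glo luminescence. Growth restoration scores as activation.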
D3 ag: agonists of human D3 dopamine receptor | D3R DiscoveRx beta-arrestin cells, luminescence, 90 min | max activation, % | 410,000 tested, 0.58% active; in the data active = max activation above about 30%; note: 0% is about no effect; mostly tested at two doses, the higher about 12 µM
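Agonist-mode cell screen: cells plated at 1500/well and incubated overnight at 37 °C, then exposed to library compounds for 90 min at 37 °C. Detection reagent was added for 30–60 min at room temperature, and luminescence was read.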
GLP1R cytotox: cytotoxicity in counter-screen for GLP-1R inverse agonists. HEK293 cAMP-luciferase reporter cells, luminescence, 24 h. Potency, µM (titrated, usually from 38.3 µM), without a hit: at the top dose activity change, negative = inhibition, usual class: inhibitors. 410,000 tested, 0.13% active. AID 624418;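 note: loss of luciferase light is scored as toxicity; potency is the fitted concentration of half-maximal effect; % is set by controls: 0 for no effect and ±100 for the full control effect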
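MLSMR compounds, 24 hr on cells at 37 deg C/5% CO2; luminescence after luciferase reagent (12 min RT). Inhibition counted as the undesired cytotoxic outcome.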
Starred values were filed as active, the others as inactive; i = inactive; ? = inconclusive; nt = not tested or not shown; & = joins results of further samples; [ ] = another dose, or the depositor's remark. Unless noted, calls come from the whole dose curve; as a rule, active = well fitted curve in the direction sought with a large enough effect; inconclusive = small, poorly fitted or top-dose-only effect, or another doubt; inactive = no such curve, though single readings can be large; an effect the other way counts as inactive or inconclusive.

| Molecule | KB-V1 MDR tox | GLP1R cytotox | PTHR1 agonist | GLP1R inv ag | aSyn rescue | D3 antag | TDP-43 yeast inh | GLP-1R agonist | D3 ag |
| --- | --- | --- | --- | --- | --- | --- | --- | --- | --- |
| CC(=O)c1ccc(NC(=S)N2CCN(CCO)CC2)cc1 | 3% | 0% | i | 30% | ? | 12 | 6% | -1% | 2 |
| N#CCC(=O)NC1CCC(CC2CCC(NC(=O)CC#N)CC2)CC1 (stereo not drawn) | nt | 10% | -8% | 8% | -2% | -16 | 10% | -4% | 4 |
| COc1ccccc1C(c1c(N)n(C)c(=O)n(C)c1=O)C(C)[N+](=O)[O-] (stereo not drawn) | 12% | -8% | i | -1% | 4% | 1 | 2% | 6% | 2 |
| O=C(/C=C/[C@H]1O[C@@H](n2ccc(=O)[nH]c2=O)[C@H](O)[C@@H]1O)NCCc1cccs1 | 4% | 3% | -11% | 13% | -8% | -8 | 0% | -3% | -6 |
| COc1cccc(/C=N/NC(=O)c2cc(-c3ccccn3)nc3ccccc23)c1O | ? | -3% | i | 5µM* | 0% | 5 | 2% | 14% | 2 |
| O=C(COC(=O)c1ccc2c(=O)n3c(nc2c1)CCC3)Nc1ccc(OC(F)F)cc1 | -2% | 2% | i | 12% | 0% | 6 | -10% | 10% | -5 |
| CCOC(=O)c1c(NC(=O)CCS(=O)(=O)c2ccccc2)sc2c1CCN(C(C)C)C2 | nt | ? | i | -16% | 6% | 10 | 24% | -9% | -7 |
| COc1cccc(/C(C)=N/Nc2ncc(Cl)cc2Cl)c1 | -9% | -11% | -2% | ? | -9% | -24 | 6% | 4% | -7 |
| CCS(=O)(=O)N1CCN(Cc2ccccc2OC)CC1 | -3% | -25% | -7%[57.5 µM] | -1% | -4% | -14 | -13% | 1% | -1 |
| CNCC(=O)N(CC(C)C)c1c(N)n(CC(C)C)c(=O)[nH]c1=O | -1% | -2% | i | 7% | 0% | -4 | 18% | 1% | 1 |
| CC1CCCCN1C(=O)NC1CC(=O)N(c2ccc3c(c2)OCCO3)C1 (stereo not drawn) | -9% | 11% | i | 8% | 3% | 2 | 11% | -4% | 1 |
| CCN(c1ccccc1)S(=O)(=O)c1cc(C(=O)Nc2ccccc2Cl)ccc1F | -1% | 9% | -62%[inhibitor] | ? | 2% | -17 | -23% | 5% | -6 |
| Cc1ccc(C(=O)OCc2nc3ccccc3s2)o1 | 7% | 8% | -6% | -22% | 2% | -17 | -7% | 35% | 7 |
| CC1CCCN(CC(O)COc2ccc(S(=O)(=O)N3CCCC3)cc2[N+](=O)[O-])C1 (stereo not drawn) | -31% | 1% | -22% | ? | -3% | ? | -12% | 8% | -19 |
| COc1ccc(-n2cnnc2SCC(=O)N2CCN(S(=O)(=O)c3ccccc3)CC2)cc1 | 10% | 17% | i | -18% | -3% | 0 | -7% | 2% | -1 |
| CCOC(=O)CNc1ncc([N+](=O)[O-])cc1C#N | 17% | -4% | i | 25% | 1% | 0 | 16% | 0% | 4 |
| COc1ccc(C)cc1NC(=O)C1CCCN(S(=O)(=O)c2ccc3[nH]c(=O)ccc3c2)C1 (stereo not drawn) | 6% | -18%&12% | -3%&-24% | 62%&4%[activator] | 0% | -1 | -11%&16% | 12% | 3&-5 |
| COc1ccc(-c2oc(NC(=O)CSc3ncn[nH]3)c(C#N)c2-c2ccc(OC)cc2)cc1 | 4% | -20% | -1%[57.5 µM] | -13% | -4% | ? | -4% | -3% | 23 |
| COc1ccc2[nH]c(C(=O)O)c(NS(=O)(=O)c3ccc(C)c(C)c3)c2c1 | ? | 0% | -6% | 11% | -1% | -7 | 3% | 0% | 2 |
| Cc1cccc(-n2nc(C)c3c2NC2=C(C(=O)CCC2)C3c2ccccn2)c1 (stereo not drawn) | -9% | 1% | i | 17% | -1% | -14 | 16% | -1% | 4 |
| CCOc1ccc(S(=O)(=O)NCC2(N3CCCCC3)CCCCC2)cc1 | 14% | -7% | -4% | ? | 3% | 3 | -3% | 19% | 3 |
| COc1ccc2nc(C(F)(F)Cl)c(C#N)c(N)c2c1 | -9% | -14% | i | ? | 9% | 14 | 17% | -4% | 4 |
| O=[N+]([O-])c1ccc(Oc2ccc(-c3cnc4ccccc4n3)cc2[N+](=O)[O-])cc1 | -25% | -10% | -39%[inhibitor] | 14% | 9% | 11 | 21% | 2% | 1 |
| CC(C(=O)Nc1ccccc1C(=O)O)n1c(C(F)(F)F)nc2ccccc21 (stereo not drawn) | 17% | -2% | i | -21% | -2% | 6 | -16% | 5% | 1 |
| Nc1ccc(C(=O)Oc2ccc([N+](=O)[O-])cc2)cc1 | 12% | -16% | i | 14% | -1% | 0 | ? | -7% | 2 |
| CCCOc1ccc(/C(O)=C2/C(=O)C(=O)N(CCCn3ccnc3)C2c2ccco2)cc1 (stereo not drawn) | 14% | -12% | i | 12% | 10% | -23 | 17% | -2% | 9 |
| CC1(C)CC(NC(=O)COc2ccc(Cl)cc2Cl)CC(C)(C)N1 | -6% | 18% | -23% | ? | 1% | 15 | 23% | 2% | 4 |
| COc1ccc(CN(C(=O)CNC(=O)c2ccco2)C(C(=O)NC2CCCC2)c2ccco2)cc1 (stereo not drawn) | -9% | -5% | -25% | 6% | 2% | 8 | -11% | -3% | -7 |
| COc1ccc(NC(=S)N2CCC(NC(=O)c3cccc(C)c3)CC2)cc1 | -24% | -2% | -7% | 10% | -5% | 3 | 10% | 2% | -22 |
| Cc1oc(-c2ccccc2F)nc1CS(=O)(=O)CC(=O)NCCCN1CC(C)CC(C)C1 (stereo not drawn) | -2% | -11% | ? | ? | -2% | -18 | -23% | -2% | -11 |
| CCN(CC)c1ccc(C2C(C(=O)OCCOC(C)C)=C(C)NC3=C2C(=O)CCC3)cc1 (stereo not drawn) | 0% | -19% | i | ? | -5% | -10 | -16% | 10% | -13 |
| O=C(CSc1nnc(C2CC2)n1Cc1ccccc1)N1CCN(S(=O)(=O)c2ccccc2)CC1 | 1% | -18% | i | -36% | -1% | 20 | 6% | -7% | 4 |
| Cc1cc(=O)n2[nH]c(SCc3ccccc3Cl)nc2n1 | 24% | -1% | -23% | 19% | -15% | 5 | -2% | -5% | 7 |
| CCOc1ccccc1C(=O)OCC(=O)NCCNC(=O)COC(=O)c1ccccc1OCC | -22% | 4% | i | 16% | -3% | 20 | 3% | -8% | -3 |
| Cc1ccc(S(=O)(=O)N2CCN(C(=O)COC(=O)CSc3ccc(C)c(C)c3)CC2)c(C)c1 | 12% | -15% | -11% | -7% | 5% | 9 | -1% | 11% | 1 |
| O=C1OC(C(=O)Nc2cc(C(F)(F)F)ccc2Cl)Cc2ccccc21 (stereo not drawn) | -12% | 2% | -30% | 3% | nt | nt | 6% | nt | -4 |
| O=C(COC(=O)C1CC(=O)N(Cc2ccco2)C1)Nc1ccccc1[N+](=O)[O-] (stereo not drawn) | 3% | -4% | i | 30%[activator] | 8% | -21 | -23% | 7% | 2 |
| O=C(CCC(=O)c1cccs1)Nc1nnc(C2CC2)s1 | -7% | 11% | -10% | 0% | -6% | 21 | 0% | 5% | -4 |
| CC(C)CC(NS(=O)(=O)c1ccccc1S(=O)(=O)NC(CC(C)C)C(=O)O)C(=O)O (stereo not drawn) | 29% | -16% | i | 11% | 0% | 8 | -2% | 2% | 5 |
| COc1ccccc1CNC(=O)COC(=O)c1n[nH]c2ccccc12 | -12% | -11% | -5%[57.5 µM] | -31% | 4% | -11 | -17% | 9% | -6 |
| COc1cc2[nH]c(=O)n(CCC(=O)N3CCC(N4CCCCC4)CC3)c(=O)c2cc1OC | 4% | 15% | i | 4% | 1% | 19 | 6% | -2% | 0 |
| O=C(N1CCN(c2ccccn2)CC1)C(Cl)(Cl)Cl | ? | 7% | i | -1% | 3% | 8 | 3% | 1% | 5 |
| CCOC(=O)c1ccc2c(c1)n(CC)c(/C=C/Nc1ccccc1)[n+]2CC | 10% | -18% | i | 0% | -1% | ? | 0% | 1% | -20 |
| COc1ccccc1NC(=O)CCN1CCCCC1 | nt | 8% | -23% | 3% | nt | nt | 24% | nt | -13 |
| O=C(CNS(=O)(=O)c1ccc(Br)cc1)N1CCN(c2ccc(F)cc2)CC1 | ? | -14% | -14% | ? | 17% | ? | 20% | -1% | -2 |
| Cc1ccc(NC(=O)c2cc(-c3ccc(C)c(C)c3O)n[nH]2)cc1C | 0% | 2% | -19% | 17% | 2% | 4 | 9% | 4% | -5 |
| CN1CCC(Oc2ccccc2Sc2ccc(C(F)(F)F)cc2)CC1 | 9% | 1% | 6% | -34% | -4% | -11 | 11% | -1% | -14 |
| Cc1cc(OCC(=O)N2CCOCC2)ccc1[N+](=O)[O-] | 17% | -1% | -12% | -5% | 2% | 2 | 7% | 0% | 3 |
| O=C(c1ccco1)N1CCN(C(=O)C2c3ccccc3Oc3ccccc32)CC1 | -6% | 1% | i | -10% | 12% | -22 | -22% | -2% | -7 |
| COc1ccc(N(CC(=O)NC(C)C)C(=O)CCC(=O)Nc2ccccn2)cc1 | -8% | 7% | i | 7% | 0% | 0 | -27% | -1% | -6 |

By substructure: those above with a thiophene ring, fused or not.
| Molecule | KB-V1 MDR tox | GLP1R cytotox | PTHR1 agonist | GLP1R inv ag | aSyn rescue | D3 antag | TDP-43 yeast inh | GLP-1R agonist | D3 ag |
| --- | --- | --- | --- | --- | --- | --- | --- | --- | --- |
| O=C(/C=C/[C@H]1O[C@@H](n2ccc(=O)[nH]c2=O)[C@H](O)[C@@H]1O)NCCc1cccs1 | 4% | 3% | -11% | 13% | -8% | -8 | 0% | -3% | -6 |
| CCOC(=O)c1c(NC(=O)CCS(=O)(=O)c2ccccc2)sc2c1CCN(C(C)C)C2 | nt | ? | i | -16% | 6% | 10 | 24% | -9% | -7 |
| O=C(CCC(=O)c1cccs1)Nc1nnc(C2CC2)s1 | -7% | 11% | -10% | 0% | -6% | 21 | 0% | 5% | -4 |

Only part of the results is shown (hit frequency here may not be typical).
